# Integrin act MD – activators of alpha7 integrin expression for muscular dystrophy. alpha7betagal myoblasts, beta-gal FDG fluorescence, 48 h. Potency, µM (series often up to 38.3 µM), without a hit: top-dose activation, most hits filed as activators. actives 0.064% (n = 350,000). AID 624291;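 further: potency means the concentration at half of the fitted maximal effect; 100% = response of the positive control SU9516; nearly all actives have a fitted effect of over 60% in size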
#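 alpha7betagal+/- myoblasts (passage 13, 250/well) treated 48 h at 37C with compounds at 1:260 dilution of DMSO stock. Lysed, then beta-galactosidase activity read as FDG fluorescence (ex 480/em 540) after 30 min, with pre-read for autofluorescence.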
# TRPV1 ag – human TRPV1 agonism. Q8NER1. TRPV1-expressing cells, Fluo-8 calcium influx, agonist mode. activation, % at 8.33 µM. actives 0.19% (n = 320,000). AID 540275; in the data active means activation above about 80%; inconclusive means between about 30% and that limit; further: 0% is about no effect
#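 Cells expressing TRPV1 were dye-loaded with Fluo-8 and read kinetically: 10 s baseline, 3 min after compound (agonist portion), then 2 min after EC20 capsaicin (allosteric enhancer portion). Calcium-bound dye fluorescence at 480/520 nm.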
# uPA generation – blocks generation of uPA at the cell surface | cell surface uPA generation assay, qHTS | Potency, µM (series often up to 38.3 µM), without a hit: top-dose activity change, negative = inhibition, most hits filed as inhibitors | actives 0.31% (n = 330,000) | AID 540303; active means well fitted inhibition curve with a large enough effect; inconclusive means small, poorly fitted or top-dose-only effect; inactive means no such curve, though single readings can be large or run the other way; tested in mouse RAW 264.7 cells; further: potency means the concentration at half of the fitted maximal effect; on the % scale 0 is the no-effect control and ±100 the full control effect; nearly all actives have a fitted effect of over 55% in size
# ASM inhibitor – inhibitors of human secretory acid sphingomyelinase; P17405; placental ASM, HMU-PC fluorogenic substrate, 60 min; Potency, µM (series often up to 57.5 µM), without a hit: at the top dose activity change, negative = inhibition, hits mostly inhibitors; actives 0.006% (n = 340,000); AID 504937; further: potency means the concentration at half of the fitted maximal effect
# Target sequence (P17405 47-631 limits assumed): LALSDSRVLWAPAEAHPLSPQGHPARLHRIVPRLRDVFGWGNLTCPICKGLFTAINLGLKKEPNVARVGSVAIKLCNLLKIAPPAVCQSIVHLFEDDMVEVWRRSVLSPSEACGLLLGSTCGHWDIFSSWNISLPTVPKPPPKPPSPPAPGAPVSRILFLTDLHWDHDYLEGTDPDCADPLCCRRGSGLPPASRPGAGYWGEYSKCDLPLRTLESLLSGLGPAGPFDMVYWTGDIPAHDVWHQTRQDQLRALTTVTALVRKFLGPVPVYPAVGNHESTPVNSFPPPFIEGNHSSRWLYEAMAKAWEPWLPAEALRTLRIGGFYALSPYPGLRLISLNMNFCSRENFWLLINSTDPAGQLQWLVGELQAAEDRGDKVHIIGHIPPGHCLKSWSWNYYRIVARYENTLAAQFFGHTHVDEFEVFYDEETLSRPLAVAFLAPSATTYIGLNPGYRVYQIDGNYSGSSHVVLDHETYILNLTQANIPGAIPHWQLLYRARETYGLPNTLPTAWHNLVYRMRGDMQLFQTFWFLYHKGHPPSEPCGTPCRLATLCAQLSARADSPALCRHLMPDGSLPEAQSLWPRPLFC
#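 Steps: dispense placental human ASM, pin compound, wait 10 min at room temperature, add HMU-PC0 substrate at 9 uM final, incubate 60 min at 37 °C, add stop solution raising pH to 10, read fluorescence.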
# p53 reactivation – re-activators of mutant p53. H1299 p53-A138V BP100-luciferase reporter, luminescence, 24 h. Potency, µM (highest dose often 92.2 µM), for inactives: top-dose activity change, positive = activation, hits mostly activators. actives 0.063% (n = 320,000). AID 504706; further: potency means the concentration at half of the fitted maximal effect; % of control where 0% means no effect; nearly all actives have a fitted effect of over 45% in size
#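 H1299 (p53-null), stable ts p53-A138V + BP100-Luc; 1000 cells/well, Opti-MEM/10% FBS; cpd 4 pt, 1:5; 24 h, 37 deg C, 5% CO2; detection reagent 10 min RT; luminescence.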
# Eya2 inh – blocks the phosphatase activity of human Eya2 | actives 0.006% (n = 330,000) | recombinant Eya2, OMFP fluorescence dephosphorylation (OMFP is methylfluorescein phosphate) | Potency, µM (doses to about 76.9 µM), inactives show at the top dose activity, negative = inhibition, usual class: inhibitors | O00167; further: potency means the concentration at half of the fitted maximal effect; on the % scale 0 is the no-effect control and ±100 the full control effect
#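 Eya2 (0.2 uM) preincubated 10 min at ambient with compound, then OMFP substrate added at 50 uM; 10 min reaction in 50 mM HEPES pH 7.5, 50 mM NaCl, 5 uM MgCl2, 0.05% BSA, 1 mM DTT. Fluorescence read at Ex 485/Em 525 nm.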
# USP2a inh – blocks human ubiquitin-specific protease USP2a; actives 0.01% (n = 330,000); Potency, µM (doses to about 38.3 µM), for the others: top-dose activity change, negative = inhibition, usual class: inhibitors; AID 463254; USP2 core, Ub-CHOP2 coupled fluorogenic reporter, 485/531; O75604;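 further: potency means the concentration at half of the fitted maximal effect; plate controls were DMSO wells for no effect and full inhibition by NEM control for full effect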
#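 Cell-free coupled assay: 10nM USP2 core preincubated 30min RT with compound in Tris-HCl pH 8.0/CaCl2/CHAPS buffer, then 25nM Ub-CHOP2 and 25nM reporter substrate; fluorescence (Ex 485/Em 531) read after 60min RT, normalized to NEM inhibition, concentration-response curves fitted.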
# TSG101-PTAP inh – blocks PTAP/TSG101 interaction to inhibit HIV-1 budding; Fluorescence polarization, FITC-PTAP peptide / Tsg101 binding; Potency, µM (doses to about 115 µM), for the others: top-dose activity change, negative = inhibition, actives largely listed as inhibitors; 340,000 tested, under 10 active; active means well fitted inhibition curve with a large enough effect in the main read-out, with a control signal flat, not every such curve was filed as active; inconclusive means small, poorly fitted or top-dose-only effect, or effect the other way, or a change in a side signal; inactive means no such curve, though single readings can be large or run the other way; further: potency means the concentration at half of the fitted maximal effect; % of control where 0% means no effect
# Target sequence (Q99816 whole entry, looked up): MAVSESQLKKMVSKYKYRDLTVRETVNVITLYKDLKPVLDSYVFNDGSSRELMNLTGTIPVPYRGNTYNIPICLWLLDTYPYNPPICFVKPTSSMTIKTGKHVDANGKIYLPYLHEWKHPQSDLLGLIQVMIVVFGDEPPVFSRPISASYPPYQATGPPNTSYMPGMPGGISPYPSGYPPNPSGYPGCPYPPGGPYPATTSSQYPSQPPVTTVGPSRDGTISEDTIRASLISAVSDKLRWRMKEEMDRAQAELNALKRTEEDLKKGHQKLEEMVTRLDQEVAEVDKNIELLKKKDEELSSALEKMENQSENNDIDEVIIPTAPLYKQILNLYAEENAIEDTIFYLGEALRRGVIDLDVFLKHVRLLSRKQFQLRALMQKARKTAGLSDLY
#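 Steps: Tsg101 binding domain dispensed (10 uM final), compounds pinned in DMSO, FITC-labeled PTAP-motif peptide added (50 nM final); after 20 min binding at room temperature, polarization measured.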
# BRCA1 expr up – BRCA1 expression activation | MCF7-BRCA1-FFLuc reporter, luminescence, 48 h; response scale: scaled: vehicle 0%, 10 µM genistein 100% | Potency, µM (titrated, usually from 46.1 µM), without a hit: at the top dose activation, most hits filed as activators | actives 1.1% (n = 380,000) | AID 624202; further: potency means the concentration at half of the fitted maximal effect; nearly all actives have a fitted effect of over 80% in size; some results filed as inactive show a strong effect at the top dose
#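 MCF7-BRCA1-FFLuc cells, 2000/well in phenol-red-free MEM, attached 2 h then treated 48 h at 37 C. Luciferase luminescence read 15 min after reagent; normalized to genistein maximum activation (10microM) and DMSO, concentration-response fitted.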
# B2AR arrestin – recruits beta-arrestin to the human beta2-adrenergic receptor; actives 0.02% (n = 330,000); P07550; Potency, µM (top dose mostly 46.1 µM), for the others: top-dose activation, actives largely listed as activators; beta-arrestin recruitment to beta2AR, cell-based reporter;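 further: potency means the concentration at half of the fitted maximal effect; 0% = DMSO controls and full agonism = EC100 isoproterenol or metaproterenol; nearly all actives have a fitted effect of over 65% in size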
# ELG1 genotox – induces genotoxicity in HEK293T cells with luciferase-tagged ELG1; actives 1.3% (n = 330,000); Potency, µM (top dose mostly 46 µM), for the others: at the highest dose activity change, positive = activation, usual class: activators; HEK293T ELG1-luciferase reporter, luminescence, 16 h; AID 504466; further: potency means the concentration at half of the fitted maximal effect; % of control where 0% means no effect; nearly all actives have a fitted effect of over 60% in size
#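 Step 1: seed 2,000 HEK293T ELG1-luciferase cells per well. Step 2: add compound or DMSO, incubate 16 hr at 37 °C. Step 3: ONE-Glo, 30 min at room temperature, read luminescence.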
# * marks the source's active call; other numbers are inactive results; ? = inconclusive; nt = no result given; [ ] = dose if it differs, or a comment. Unless noted, the call rests on the fitted dose curve; in most records, active means well fitted curve in the direction sought with a large enough effect; inconclusive means small, poorly fitted or top-dose-only effect, or another doubt; inactive means no such curve, though single readings can be large; an effect the other way counts as inactive or inconclusive.
SMILES,Integrin act MD,TRPV1 ag,uPA generation,ASM inhibitor,p53 reactivation,Eya2 inh,USP2a inh,TSG101-PTAP inh,BRCA1 expr up,B2AR arrestin,ELG1 genotox
C[C@H]1C=C(C(=O)NCc2nc3ccccc3[nH]2)O[C@@H](OCCCCO)C1,0%,nt,11%,5%,nt,nt,nt,4%,-1%,nt,nt
CCOc1cccc(/C=C/C(=O)O)c1,6%,-3,2%,-3%,1%,0%,1%,-6%,0%,-0.2%,0%
O=C(COc1ccc([N+](=O)[O-])cc1)Nc1ccc2[nH]c(=O)[nH]c2c1,14%,1,-14%,-1%,-1%,9%,0%,1%,-11%,-1.2%,2%
CCC(C)[C@H](NC(=O)[C@@H]1Cc2ccccc2CN1)C(=O)Nc1ccc2c(c1)OCO2 (stereo partly specified),25%,4,-6%,1%,24%,-3%,-1%,-5%,41%,-0.6%,14%
CCOC(=O)c1cnn(-c2c(Cc3ccccc3)c(C)nc3c(-c4ccccc4)c(C)nn23)c1N,6%,1,nt,-8%,2%,7%,2%,-5%,0%,-0.4%,8%
COC(=O)c1ccc(N2CCN(C)CC2)c(NC(=O)COc2ccc(C)cc2)c1,-7%,?,2%,1%,1%,13%,-1%,-7%,2%,-0.6%,1%
Cc1c(NC(=O)c2ccc3c4c(cccc24)CC3)c(=O)n(-c2ccccc2)n1C,8%,1,10%,0%,-5%,?,-4%,-6%,7%,0.1%,-11%
Cc1ccc(C(=O)Nc2nnc(-c3ccncc3)s2)o1,0%,0,nt,28%,-4%,-5%,2%,-1%,8%,0.2%,7%
Cn1c(=O)[nH]c(=O)c2c1nc(N1CCOCC1)n2CCc1ccccc1,-22%,0,-3%,-2%,0%,7%,0%,-1%,-22%,0.0%,1%
N/C(=N\OC(=O)c1cccs1)c1cccc(Br)c1,-17%,2,1%,-2%,6%,-22%,4%,-1%,10%,0.0%,?
Cc1ccc2nc3c(cc2c1)c(NC(=O)C(C)(C)C)nn3CC(C)C,-10%,2,1%,356%[activator],1%,?,-1%,-8%,-8%,0.2%,-9%
Cc1ccc(C)c(Nc2ncccc2C(=O)NCc2cccs2)c1,-11%,2,6%,-9%,-5%,-7%,2%,-3%,-24%,6.4%,-4%
CC1=CC(C)(C)Nc2ccc(OC(=O)CN3C(=O)c4ccccc4C3=O)cc21,-55%[inhibitor],-1,0%,0%,-19%,4%,2%,1%,-80%,-0.8%,?
O=C(CCC(F)(F)F)N1CCCC(N2CCN(c3cccc(Cl)c3)CC2)C1 (stereo unspecified),11%,nt,15%,-2%,nt,nt,nt,-1%,28%,nt,nt
COc1cccc(C(=O)NC2CCSC2=O)c1 (stereo unspecified),-7%[7.66 µM],5,-1%,1%,-1%,2%,-1%,0%,-12%,0.1%,0%
CS(=O)(=O)c1ccc(NC(=O)c2cccc(S(=O)(=O)N3CCN(Cc4ccccc4)CC3)c2)cc1,-45%,21,-6%,-2%,1%,8%,3%,-4%,-48%,-0.3%,-15%
O=C(Nc1cccc(Cn2cccn2)c1)c1cc2c(s1)CCCC2,-17%,?,nt,-2%,26%,-5%,1%,-7%,?,2.5%,?
CSc1nc2nc(-c3ccccc3)cc(=O)n2[nH]1,14%,-1,-13%,6%,18%,-14%,3%,-9%,28%,-0.2%,?
CC(C)N(C(=O)CN1C(=O)C(=O)c2ccccc21)c1ccccc1,-32%,2,3%,-4%,0%,8%,2%,-6%,0%,-0.2%,0%
Cc1nnc(SCC(=O)OC2CC(C)CCC2C(C)C)[nH]c1=O (stereo unspecified),17%,-4,0%,5%,4%,13%,1%,1%,-5%,0.0%,-2%
Cc1ccccc1Cn1cc(NC(=O)CCCn2nc([N+](=O)[O-])cc2C)cn1,8%,12,4%,1%,1%,-9%,1%,-5%,-20%,-0.7%,-4%
COc1ccc(OCC(O)Cn2c(Br)nc3c2c(=O)[nH]c(=O)n3C)cc1 (stereo unspecified),-25%,0,-12%,143%[activator],4%,9%,-1%,-2%,-54%,-0.1%,?
O=C(O)c1ccccc1P(=O)(c1ccccc1)c1ccccc1,-3%,5,3%,-3%,-2%,-5%,0%,-3%,4%,0.1%,1%
Cc1cc(=O)n2nc(N3CCC(C(=O)NCC(C)c4ccccc4)CC3)sc2n1 (stereo unspecified),0%,0,-4%,1%,-5%,0%,5%,-7%,12%,-0.7%,1%
O=C1C=C(c2ccccc2C(F)(F)F)C[C@@H](c2ccc3c(c2)OCO3)C1,14%,?,-53%,-7%,-7%,-27%,3%,0%,0%,-0.9%,-2%
COc1ccc(CCN2C(=O)CC(Cc3cccc(C)c3)C2=O)cc1OC (stereo unspecified),15%,11,1%,0%,11%,4%,-1%,0%,-4%,-0.3%,-8%
O=C(Cc1ccccc1)NCCCNC(=O)Cc1ccccc1,0%,nt,0%,-1%,nt,nt,nt,-7%,-26%,nt,nt
CC(=O)Nc1c(Cl)cc2c(c1Cl)Cc1cc(N)ccc1-2,9%,nt,-6%,3%,nt,nt,nt,-2%,52%,nt,nt
Cc1nnc(NC(=O)C(C)Oc2ccc3c(C)cc(=O)oc3c2)s1 (stereo unspecified),?,3,2%,23%,-17%,9%,0%,-3%,-8%,0.0%,-1%
COc1ccc(C(c2c(C)[nH][nH]c2=O)c2c(C)[nH][nH]c2=O)cc1Br,21%,-5,?,1%,nt,2%,-1%,-1%,-10%,-0.2%,-9%
COc1ccccc1NC(=O)c1cccc(NC(=O)c2ccco2)c1,18%,21,-4%,-1%,-5%,-29%,0%,-7%,-7%,0.0%,1%
O=C(CC1OC(=O)c2ccccc21)Nc1cc(Cl)ccc1N1CCCC1 (stereo unspecified),12%,20,0%,-3%,4%,-7%,0%,-4%,-9%,-0.1%,-3%
CCOC(=O)c1nnn2c1nc(Nc1cccc(C(F)(F)F)c1)c1ccccc12,21%,-3,0%,29%,-1%,-6%,3%,1%,25%,-1.0%,7%
CC(C)n1cc(CN2CCC(C(=O)Nc3ccc(Oc4ccccc4F)cc3)CC2)cn1,?,27,?,2%,1%,4%,1%,-5%,-28%,3.1%,4%
CCc1noc(C)c1C(=O)N(CCCOC)c1c(N)n(Cc2ccccc2)c(=O)[nH]c1=O,-23%,3,7%,18%,4%,-3%,0%,-5%,1%,0.1%,-1%
CC(=O)c1sc(-c2c(C)nc3sccn23)nc1C1CCCC1,nt,nt,nt,nt,2%,0%,-1%,nt,nt,0.2%,-2%
CC1=NN(c2ccccc2)C(=O)/C1=C/C=C/c1ccc(N(C)C)cc1,15%,-1,-27%,?,-4%,?,-1%,-9%,-32%,0.0%,-8%
CCN(CC(=O)NCc1ccc(F)cc1)CC(=O)Nc1ccccc1-c1ccccc1,-6%,?,53%[activator],0%,4%,-8%,-3%,-2%,-40%,-0.1%,-5%
CCNC(=O)CC1C(=O)N(c2ccc(F)cc2)C(=O)N1CCc1ccc(OC)cc1 (stereo unspecified),-32%,7,nt,3%,-1%,-34%,1%,-3%,1%,-0.4%,2%
O=C(Cc1ccc(Cl)cc1)Nc1ccncc1,-26%,9,-3%,3%,-4%,10%,-13%,0%,-40%,-0.4%,-7%
CCOC(=O)c1nnn2c1nc(N1CCCCC1)c1ccccc12,24%,29,9%,2%,-7%,0%,-1%,-1%,-6%,-0.6%,-3%
C/C(=N\NC(=O)Cc1cccc2ccccc12)c1ccncc1,18%,2,1%,-4%,-2%,-3%,0%,-2%,-17%,-0.4%,-1%
Cn1c(=O)[nH]c2c(c(C(=O)O)nn2C)c1=O,13%,nt,1%,-2%,nt,nt,nt,-10%,-16%,nt,nt
Cc1cc(C)nc(SCc2nnc(SCC(=O)Nc3ccccc3C)n2Cc2ccco2)n1,3%,-2,1%,-1%,-1%,-4%,1%,-5%,-2%,-1.0%,-2%
COc1ccccc1CNC(=O)C(=O)NCC1OCCN1C(=O)c1cccs1 (stereo unspecified),7%,-3,1%,3%,-8%,1%,3%,0%,-2%,-0.5%,2%

# Bioassay records: PubChem BioAssay, National Center for Advancing Translational Sciences (NCATS)
